Screening results as filed in PubChem BioAssay.
PLCb3 inh – blocks human PLC-beta3 enzyme activity; Q01970; Purified PLC-beta3, fluorogenic substrate, fluorescence; inhibition, % at 12.2 µM; 0.18% of 370,000 active; AID 720704; in the data active = inhibition above about 11%;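 also: 0% = median of compound wells on plate and 100% = full blocker control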
HGIII-sPLA2 inh – Blocks human group III sPLA2 activity | QFRET BODIPY PC-A2 liposome hydrolysis, fluorescence | inhibition, % at 12.2 µM | 0.56% of 370,000 active | AID 743126;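 active = inhibition above mean plus 3 SD of compounds lying within the high and low control bounds, cut at about 19% in these data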;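 also: 0% = median of test compound wells and 100% = no enzyme DMSO wells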
ssDAF-12 act – activates DAF-12 receptor from parasite S. stercoralis; HEK293 ssDAF-12/GRIP1 lit1-tk-luc reporter, luminescence; % of 3 µM dafachronic acid response; activation, % at 6.8 µM; 1% of 370,000 active;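 active = activation above the mean over all tested compounds plus 3 SD, cut at about 0.9% in these data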;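 also: 0% = DMSO-only wells and 100% = 3 µM delta7-dafachronic acid wells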
hgDAF12 agonist – agonists of H. glycines DAF-12 nuclear receptor. HEK293 GAL4-hgDAF12 UAS-luciferase reporter, agonist luminescence; normalized to butyrate control. 1.8% of 370,000 active. activation, % at 6.8 µM;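 active = activation above a cutoff set at the mean of all screened compounds plus 3 SD, cut at about 10% in these data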;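 also: 0% = DMSO wells and 100% = sodium butyrate wells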
ADAM17 inh – ADAM17 inhibition, QFRET primary screen. 0.83% of 370,000 active. recombinant ADAM17, EDANS/DABCYL FRET peptide cleavage. P78536. inhibition, % at 6.95 µM;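 active = inhibition above the mean of compounds lying between control limits plus 3 SD, set per campaign, cut at about 8.5% in these data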;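 also: 0% = DMSO-only wells as the low control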
GAA850 FXN act – increases GAA850 frataxin promoter reporter activity | activation, % at 6 µM | 0.56% of 360,000 active | HEK293 lucGAA850 FXN promoter luciferase reporter, 24 h; percent of 10 µM SAHA response | AID 540364;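 active = activation above the average of all compounds screened plus 3 SD, cutoff fixed separately per campaign, cut at about 7.5% in these data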;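 also: 0% = DMSO wells and 100% = 10 µM SAHA wells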
DAX1 inh-1 – inhibits human nuclear receptor DAX1. HEK293 Gal4-DAX1 luciferase reporter, luminescence. inhibition, % at 6.75 µM. 0.99% of 340,000 active. AID 504766;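 active = inhibition above the mean over all tested compounds plus 3 SD, cut at about 4.2% in these data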;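 also: 0% = DAX1-transfected cells with DMSO and 100% = empty-vector control cells with DMSO; inhibition shows as a rise in luminescence from relieved DAX1 repression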
Target sequence (P51843 207-470 limits assumed): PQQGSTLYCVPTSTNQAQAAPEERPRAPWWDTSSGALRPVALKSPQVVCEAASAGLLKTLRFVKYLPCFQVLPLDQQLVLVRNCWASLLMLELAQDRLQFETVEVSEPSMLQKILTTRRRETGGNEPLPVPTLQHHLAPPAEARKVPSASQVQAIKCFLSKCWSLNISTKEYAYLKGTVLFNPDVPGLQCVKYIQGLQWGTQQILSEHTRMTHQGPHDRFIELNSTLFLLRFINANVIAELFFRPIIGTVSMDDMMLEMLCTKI
PLCg1 inh – inhibitors of human phospholipase C gamma1 | P19174 | purified PLC-gamma1, fluorogenic substrate, fluorescence | inhibition, % at 12.2 µM | 0.84% of 370,000 active; in the data active = inhibition above about 9.5%
DAX1 inh-2 – blocks DAX1 repression of SF-1 activated StAR promoter | 1.1% of 370,000 active | HEK293T StAR-luciferase reporter, SF-1/DAX-1 repression relief | AID 652010 | inhibition, % at 6.8 µM;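 active = inhibition above the mean over all tested compounds plus 3 SD, cut at about 3.6% in these data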;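 also: 0% = DAX-1 cells with DMSO and 100% = cells lacking DAX-1 with DMSO; higher inhibition means more luminescence from relief of DAX-1 repression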
hcDAF12 agonist – activates DAF-12 receptor from parasite H. contortus. HEK293 hcDAF-12 lit1-tk-luc reporter, luminescence; 0% DMSO, 100% Δ7-dafachronic acid. 1.4% of 370,000 active. activation, % at 6.8 µM;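 active = activation above the mean of all tested compounds plus 3 SD, cut at about 5.5% in these data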;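 also: 100% = response to 3 µM Δ7-dafachronic acid high control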
ADAM10 inh – inhibitors of human ADAM10; O14672; recombinant ADAM10, EDANS/DABCYL FRET peptide cleavage, 3 h; inhibition, % at 7 µM; 0.62% of 370,000 active;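 active = inhibition above a per-campaign cutoff equal to the mean of compounds falling between control-based bounds plus 3 SD, cut at about 20% in these data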;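 also: 0% = DMSO wells while the 100% control is not disclosed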
Target sequence (O14672 214-748 limits assumed): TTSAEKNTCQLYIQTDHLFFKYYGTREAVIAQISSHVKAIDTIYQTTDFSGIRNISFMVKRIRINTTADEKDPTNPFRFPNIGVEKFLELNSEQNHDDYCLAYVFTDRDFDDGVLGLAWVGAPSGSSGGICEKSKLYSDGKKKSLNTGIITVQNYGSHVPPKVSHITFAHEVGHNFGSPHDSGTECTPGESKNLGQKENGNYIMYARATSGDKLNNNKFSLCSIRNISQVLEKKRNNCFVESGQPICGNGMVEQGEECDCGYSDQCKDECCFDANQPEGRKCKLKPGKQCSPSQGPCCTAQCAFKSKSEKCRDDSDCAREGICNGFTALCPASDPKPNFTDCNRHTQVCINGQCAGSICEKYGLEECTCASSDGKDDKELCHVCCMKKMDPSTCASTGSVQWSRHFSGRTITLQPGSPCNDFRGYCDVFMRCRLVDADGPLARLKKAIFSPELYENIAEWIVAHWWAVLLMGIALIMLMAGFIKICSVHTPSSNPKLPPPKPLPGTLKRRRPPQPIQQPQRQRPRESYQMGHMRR
Numbers without * were called inactive; . = no result given. Rows were taken by chance (roughly 6.9% active in at least one column).

SMILES,ADAM17 inh,DAX1 inh-1,DAX1 inh-2,GAA850 FXN act,ADAM10 inh,HGIII-sPLA2 inh,PLCg1 inh,hcDAF12 agonist,hgDAF12 agonist,PLCb3 inh,ssDAF-12 act
O=C(N/N=C/c1ccc(O)cc1)c1cccc(C(F)(F)F)c1,4,-1.1,0.0,0.2,17,-2,-23,1.8,0.9,-23,-0.8
O=C(NCc1ccccn1)c1nc(-c2ccc(C(F)(F)F)cc2)no1,-4,-0.2,-0.1,-0.2,0,-2,-4,0.9,0.6,-4,-0.8
Cc1ccccc1S(=O)(=O)N1[C@@H](c2ccc(Br)cc2)C(C(=O)O)=CC[C@H]1c1ccc(Cl)cc1,9.3*,1.7,-0.1,-1.7,13,-34,0,-1.0,0.7,0,-0.7
Cc1ccc2c(c1)N(CC(=O)NCC(C)c1ccccc1)C(=O)c1cccnc1O2 (centres undefined),1,-1.4,-0.6,-0.2,-2,4,2,-2.8,-1.9,3,-1.6
C/C(CCc1ccccc1)=N\NC(=O)CC(=O)NCCc1ccccc1,1,0.7,0.2,0.9,-4,-4,-2,-0.6,0.1,0,-1.7
CCOC(=O)C(Cc1ccccc1)(NC(C)=O)C(=O)OCC,-5,0.2,0.9,0.9,-1,9,2,0.7,-0.9,0,-1.2
Cc1nnc(NC(=O)c2ccc(S(=O)(=O)N3CCOCC3)cc2)s1,-5,1.4,0.5,-1.9,-1,-1,0,0.3,2.4,-5,-2.2
CCNC(=O)C/C(C)=N/NC(=O)C12CC3CC(CC(C3)C1)C2,0,0.6,-0.3,3.2,-2,-4,3,-0.3,1.6,4,-0.9
CCCCOc1ccc(Cl)cc1CSc1nnc(CC)n1N,-3,-0.5,0.0,-0.6,-5,-5,2,-1.8,-1.7,0,-2.0
Cc1cc(C)n(-c2ccc(C(=O)NC3=NCCS3)cc2)n1,0,-0.8,2.0,1.4,1,0,-2,0.3,4.5,-1,-1.2
Nc1ccc(C(=O)OCC(=O)N2c3ccccc3Sc3ccccc32)cc1[N+](=O)[O-],-1,-0.6,-0.3,0.7,3,-8,5,-0.3,-2.8,6,-0.6
CCN1CCN(c2nc(SC)nc3sc4c(c23)CC(C)(C)OC4)CC1,-58,0.1,-0.6,-0.8,-151,1,-14,-1.1,-1.3,-13,-0.4
COC(=O)C[C@H]1c2cc(C(F)(F)F)ccc2S(=O)(=O)N1Cc1ccccc1,-3,0.0,-0.5,2.3,1,0,-3,-0.8,-0.6,1,-1.2
CC(=O)OCC1CCCC2=C(C)C(=O)CCC21COC(C)=O (centres undefined),1,0.0,0.5,-1.4,6,4,3,0.4,-1.5,2,-1.0
Cc1cccc2cc(C3CC(c4ccco4)=NN3S(=O)(=O)c3ccccc3)c(Cl)nc12 (centres undefined),9.4*,-1.5,-0.1,-0.2,10,-1,-2,-0.4,-1.3,-1,-1.1
CCOc1ccc(N2CC(O)(c3ccc(F)cc3)[N+]3=C2CCCC3)cc1 (centres undefined),-7,-0.3,-1.4,-1.4,-11,6,-3,-1.6,-3.0,-9,-0.9
CC12CCC(c3nnc(SCc4ccc(Cl)cc4)nc31)C2(C)C (centres undefined),-3,0.8,0.0,0.1,1,2,2,-1.1,-1.3,-1,-1.4
COc1ccc(NC(=S)N2CCC(c3nc4ccc(Cl)cc4[nH]3)CC2)c(OC)c1,-2,-1.3,-0.9,-1.6,-4,11,1,-2.2,-2.8,1,-1.8
O=C(Cn1nc(Cl)nc1Cl)c1ccc([N+](=O)[O-])cc1,3,1.6,0.2,0.8,0,-26,4,-1.6,-1.4,1,-1.7
CN(C)c1ccc(N2C(=O)CC(Sc3ccccc3C(=O)O)C2=O)cc1 (centres undefined),2,0.3,0.2,1.8,8,2,8,4.2,1.2,5,0.0
CNS(=O)(=O)c1ccc(CNC[C@H]2O[C@@H](n3ccc(N)nc3=O)[C@H](O)[C@@H]2O)cc1,-1,4.6*,-1.4,2.0,-4,4,-1,-0.6,-0.6,2,-1.3
Clc1ccc2scc(CN3CCCC3)c2c1,-4,2.9,0.6,1.9,0,7,-3,-0.6,0.8,-2,-0.2
CCOc1ccccc1NC(=O)CSc1nc2cccnc2n1C,-3,-0.3,-0.9,-2.4,2,-4,2,0.7,-0.7,0,-1.5
O=C(Nc1cc(Br)ccc1O)c1cc(-c2cccs2)on1,1,1.1,0.3,3.5,5,-3,2,2.3,5.0,-3,-0.2
CCC(=O)NC(=S)Nc1ccc(NC(=O)c2ccc(C)c([N+](=O)[O-])c2)cc1,1,0.3,-0.5,-1.4,-1,2,0,-1.1,4.4,1,-0.7
Cc1ccc(-c2ccc(=O)n(CCC(=O)N3CCN(Cc4ccccc4)CC3)n2)cc1,-5,-0.6,-0.5,-0.2,-6,-4,0,-3.3,-2.8,-5,-1.1
CCn1ccc2c(OCC(=O)NCCc3ccc(OC)c(OC)c3)cccc2c1=O,2,-0.6,-3.9,1.5,-13,5,-6,-1.0,-0.7,-5,-0.9
C/C(COc1ccccc1)=N\NC(=O)c1nnn(-c2nonc2N)c1-c1ccc(C)cc1,1,1.1,-1.1,1.0,-2,-3,1,-0.8,-1.5,-5,-1.1
Brc1ccc(N/N=C(/N=Nc2nn[nH]n2)c2ccccc2)cc1,-1,-6.4,-6.9,-4.0,9,-12,5,-4.6,-12,-1,-2.9
COc1ccc(CCNC(=O)C(C)Sc2ccc(C)cc2)cc1OC (centres undefined),-1,0.7,0.6,2.0,2,5,2,-2.5,2.3,0,-0.3
O=C(NCCN1C(=O)C2C3C=CC(C3)C2C1=O)Nc1ccccn1 (centres undefined),1,1.1,0.7,1.2,-10,5,4,-2.0,1.8,4,-0.9
CC(C)(C)NCCOc1ccc(Br)cc1,-1,0.7,0.7,0.9,-6,8,2,-1.4,0.9,4,-1.4
O=C1CN(C(=O)COC(=O)c2ccc(Cl)c(S(=O)(=O)N3CCCCC3)c2)c2ccccc2N1,-3,0.6,1.1,-0.6,-8,10,0,0.1,3.1,-3,-0.8
COC(=O)c1cc2cc(NS(=O)(=O)c3ccc(C)cc3)ccc2s1,15*,-0.5,0.3,2.5,28*,-75,-39,-2.3,1.6,-50,-1.3
O=C(Nc1ccc2c(c1)OCCO2)C(c1ccccc1F)n1c(=O)c(-c2ccco2)nc2ccccc21 (centres undefined),-25,.,-1.5,.,-99,1,-42,-0.1,-4.0,-50,-1.4
O=C(Nc1ccnc(-c2ccncc2)n1)c1cccs1,0,-0.2,0.0,-1.0,2,5,-1,-1.3,-0.7,2,-1.1
N#Cc1ccc(NC(=O)COC(=O)C2Cc3ccccc3CN2C(=O)c2ccccc2)cc1 (centres undefined),-3,0.2,-0.5,-2.5,-7,-2,-1,-2.1,2.1,0,-1.3
O=C(CN1CCC(n2nnc3cc(F)ccc32)CC1)Nc1ccc2c(c1)CCC2,0,-0.9,-1.0,3.7,0,-20,-4,-0.2,-3.7,-5,-1.6
CC1=C(C(=O)N(C(C)C)C(C)C)CC(CC(=O)NCc2cccs2)C(=O)N1CCCN1CCCC1=O (centres undefined),-3,.,0.7,.,-8,15,-3,-0.3,0.8,1,-1.2
Cc1ccc(S(=O)(=O)N2CCN(C(=O)C(C)Cn3nc(C)c(C)c3C)CC2)cc1 (centres undefined),1,-1.1,-0.1,0.3,-7,3,1,-2.2,-1.5,-9,-1.7
CCOC(=O)c1[nH]c(C)c(C(=O)OCc2ccccc2F)c1C,4,-3.2,-1.5,-3.2,-11,6,5,-1.1,4.1,-2,-1.9
O=C(NCCCN1CCOCC1)c1sc2cc(Cl)ccc2c1Cl,0,-0.7,0.5,-0.1,-4,-1,-1,0.8,5.0,1,-0.4
CCOC(=O)c1[nH]nc2c1C(=O)N(CC)C2=O,-2,-0.4,1.8,1.2,5,5,-4,0.3,-0.6,-9,-0.6
Cc1ccc(N2NC(=O)/C(=C/c3ccc(-c4ccc(Cl)c(C(=O)O)c4)o3)C2=O)cc1C,1,-1.1,0.3,1.2,-22,9,-2,-1.8,1.3,-6,-0.2
Cc1ccccc1NCC(=O)N/N=C/c1ccc([N+](=O)[O-])cc1,5,1.3,0.3,-0.6,12,10,1,-1.5,4.2,5,-0.2
Cc1ccc(S(=O)(=O)N2CCCC(c3nc4c(nnn4Cc4ccc5c(c4)OCCO5)c(=O)[nH]3)C2)cc1 (centres undefined),1,0.0,0.8,0.8,-6,-2,5,-0.9,-1.3,-6,-1.4
O=C(CSc1nc(=O)n2ccccc2n1)NCc1ccc(F)cc1,-6,-0.6,1.2,1.6,-31,7,-5,0.1,2.4,-1,-1.0
CC1(C)C(=O)OC(c2cccc([N+](=O)[O-])c2)C2(CCCCC2)C1=O (centres undefined),1,-0.6,-0.1,-0.3,8,0,3,4.6,-2.2,2,-0.8
O=C(CSc1nnc(COc2ccccc2)o1)NCCc1ccccc1,-2,0.6,-0.5,2.2,0,-6,1,-1.9,0.0,2,-1.1
N#Cc1c(NC(=O)CSCC(=O)O)sc2c1CCCC2,1,0.1,-0.2,-1.8,-2,3,-3,-2.2,-0.6,-1,-0.9
